TDP2 absorb – blocks human TDP2 phosphodiesterase activity | recombinant TDP2, T5PNP hydrolysis, p-nitrophenol absorbance 415 nm | actives 0.34% (n = 370,000) | O95551 | inhibition, % at 12.8 µM;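 active = inhibition above the mean of all tested compounds plus 3 SD, set per campaign, cut at about 25% in these data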;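 also: 0% = DMSO with enzyme and 100% = buffer with substrate but no TDP2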
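Incubation: 2 h at 37 °C; Test system: recombinant human TDP2; Quantity: enzyme 120 nM; Read-out basis: percent inhibition; Medium: 50 mM Tris-HCl pH 7.5 with Mg2+, KCl, DTT, BSA; Repeats: single replicate; Compound: 12.8 µM single point, 1% DMSO; Signal: epi absorbance; Reagent: 5 mM T5PNP chromogenic substrate; Benchmarks: no-enzyme high, DMSO-plus-enzyme low.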
SIAE inh – human SIAE inhibition, primary screen. Q9HAT2. SIAE FP-Rh probe binding, fluorescence polarization. inhibition, % at 9.66 µM. actives 0.69% (n = 370,000);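 active = inhibition above a cutoff: mean of compounds within the control limits plus 3 SD of those, cut at about 17% in these data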;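 also: 0% = plate median of compound wells and 100% = probe without SIAE protein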
HTRA1 inh – blocks human HTRA1 serine peptidase. Q92743. recombinant HTRA1, FP-rhodamine activity-based probe, fluorescence polarization. inhibition, % at 5.96 µM. actives 0.5% (n = 340,000). AID 504803; in the data active = inhibition above about 36%;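 also: 0% = enzyme with DMSO and 100% = wells lacking enzyme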
Target sequence (Q92743 whole entry, looked up): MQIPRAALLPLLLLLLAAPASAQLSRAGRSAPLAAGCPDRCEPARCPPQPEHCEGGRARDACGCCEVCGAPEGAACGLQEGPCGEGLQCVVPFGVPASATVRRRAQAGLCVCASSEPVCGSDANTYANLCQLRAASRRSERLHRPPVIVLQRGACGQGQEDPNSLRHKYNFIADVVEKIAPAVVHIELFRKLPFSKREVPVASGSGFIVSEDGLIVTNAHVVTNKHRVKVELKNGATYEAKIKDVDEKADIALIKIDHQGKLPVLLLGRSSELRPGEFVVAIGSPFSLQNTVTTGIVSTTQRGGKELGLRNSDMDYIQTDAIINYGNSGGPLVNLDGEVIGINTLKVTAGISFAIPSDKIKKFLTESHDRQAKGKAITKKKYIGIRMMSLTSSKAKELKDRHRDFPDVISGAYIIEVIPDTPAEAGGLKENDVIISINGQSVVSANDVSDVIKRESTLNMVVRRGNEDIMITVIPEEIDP
TCR-CD3 inh – blocks the human TCR-CD3 interaction | TAMRA-labeled TCR probe fluorescence, biochemical | actives 0.37% (n = 360,000) | inhibition, % at 9.4 µM; in the data active = inhibition above about 19%;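 also: recombinant mutant TCR 2C K166C tagged with TAMRA read by polarization; 0% = receptor in buffer alone and 100% = receptor with positive control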
mABHD4 FP – inhibits mouse alpha/beta hydrolase domain 4; purified mABHD4, FP-Rh probe fluorescence polarization; inhibition, % at 8.92 µM; Q8VD66; AID 720543; actives 0.54% (n = 370,000);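 active = inhibition exceeding the mean over every tested compound plus 3 SD, cut at about 30% in these data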;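 also: 0% = plate median of compound wells and 100% = S159A mutant with DMSO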
Target sequence (Q8VD66 whole entry, looked up, the tested form may be a part): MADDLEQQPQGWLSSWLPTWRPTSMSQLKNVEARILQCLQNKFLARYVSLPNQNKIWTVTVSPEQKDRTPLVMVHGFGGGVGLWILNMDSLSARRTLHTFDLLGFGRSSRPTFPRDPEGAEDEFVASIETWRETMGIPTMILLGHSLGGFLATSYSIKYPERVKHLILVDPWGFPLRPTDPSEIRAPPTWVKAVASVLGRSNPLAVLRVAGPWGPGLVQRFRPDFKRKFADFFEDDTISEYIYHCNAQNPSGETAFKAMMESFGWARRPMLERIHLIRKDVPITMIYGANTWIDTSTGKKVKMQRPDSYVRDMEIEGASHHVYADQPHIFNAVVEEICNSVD
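Assay system: wild-type mouse ABHD4 protein; compound: single nominal dose of 8.92 µM, 0.89% DMSO final; schedule: 45 min + 60 min at 25 °C; measured by: FP readout, ex 525 nm / em 598 nm; evaluation: % inhibition of FP-Rh probe binding versus controls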
PG9 binder – binds the HIV-1 gp120 antibody PG9; TR-FRET gp120-PG9 antibody binding; inhibition, % at 6.7 µM; AID 624416; actives 0.43% (n = 360,000); in the data active = inhibition above about 8.5%
PRMT1 FP inh – inhibitors of human PRMT1. Q99873. recombinant PRMT1, activity-based probe fluorescence polarization. inhibition, % at 2.79 µM. actives 1.3% (n = 370,000). AID 652257;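 active = inhibition above about 21% made by adding two undisclosed values, limit read from the data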
Tn7 DDE FP – inhibitors of Tn7 peptide binding to human fibrin DD(E); P02675; FP displacement of FITC-Tn7 peptide from fibrin DD(E); 0% = median of compound wells per plate; inhibition, % at 8.3 µM; actives 0.13% (n = 370,000); AID 720508;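 active = inhibition above the mean of compounds falling within the control limits plus 3 SD of them, cut at about 14% in these data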;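 also: 0% = plate median of compound wells and 100% = 10 µM Aha-Tn7 peptide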
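Assay system: human fibrin DD(E). Input: DD(E) 2 µM final. Medium: Tris buffer with calcium and detergent, pH 7.8. Compound dosing: single point at 8.3 µM. Timing: 10 min plus 3 h, room temperature. Technique: fluorescence polarization of the labelled Tn7 tracer. Read-out: percent inhibition. Replicates: singlicate testing.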
LEDGF integ inh – blocks HIV-1 LEDGF/p75-dependent DNA integration; inhibition, % at 3.7 µM; AID 743269; actives 0.64% (n = 370,000); TR-FRET IN-LEDGF/p75 DNA integration, Eu/Cy5;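 active = inhibition above the screen-wide mean plus 3 SD, cut at about 13% in these data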;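 also: signal is the Cy5 over europium emission ratio at 671 and 618 nm; 0% = plate median of compound wells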
UHRF1 MBD2 ctr – human UHRF1 methylated DNA binding inhibitors; Q96T88; UHRF1 binding to methylated oligo, TR-FRET; inhibition, % at 4.4 µM; actives 0.75% (n = 370,000); in the data active = inhibition above about 21%;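 also: UHRF1 SRA domain binding a hemimethylated CpG hairpin DNA probe; 0% = median of test compound wells and 100% = reference inhibitor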
* = called active by the depositor; · = not tested or not shown.

1: CCOCCCn1c(=S)[nH]c2cc(C(=O)N3CCOCC3)ccc2c1=O
2: CN1c2ccccc2C(O)=C(C(=O)Nc2ccccc2)S1(=O)=O
3: Cc1onc(-c2c(F)cccc2Cl)c1C(=O)NC(=S)NCc1cccnc1
4: CC(c1ccccc1)C1OCC(C[N+]2(C)CCCCC2)O1 (centres undefined)
5: O=C(CN1CCN(CC(=O)Nc2ccc3c(c2)OCO3)CC1)Nc1ccc(F)cc1
entry no.	1	2	3	4	5
TDP2 absorb	-6	5	13	-18	2
SIAE inh	1	-2	7	1	4
HTRA1 inh	2	-3	-3	9	9
TCR-CD3 inh	3	1	2	-3	3
mABHD4 FP	-9	-10	1	5	3
PG9 binder	-0.8	-1.5	-1.9	-0.8	-3.2
PRMT1 FP inh	-1	-1	2	-2	-3
Tn7 DDE FP	0	-3	5	-7	4
LEDGF integ inh	4	2	-3	2	2
UHRF1 MBD2 ctr	1	-3	-4	3	-3

6: Cc1cc(C)c(NC(=O)Cn2nc(-c3ccccc3)nc2-c2ccccc2)c(C)c1
7: O=C(Nc1ccccc1)N1CCC(c2nc(-c3ccc(S(=O)(=O)N4CCOCC4)cc3)no2)CC1
8: COc1ccc(C(=O)Nc2ccccc2C(=O)NCc2cccnc2)cc1OC
9: CCCN(CCC)CC(O)COc1ccccc1C(=O)Nc1ccccc1 (centres undefined)
10: CCC1CCCCN1CCCNC(=O)C1CCN(S(=O)(=O)N2CCC3(CC2)OCCO3)CC1 (centres undefined)
entry no.	6	7	8	9	10
TDP2 absorb	-2	-11	-4	6	-13
SIAE inh	8	3	-3	-3	0
HTRA1 inh	-6	-3	3	-4	-1
TCR-CD3 inh	3	-4	-2	0	-2
mABHD4 FP	4	4	1	-5	-7
PG9 binder	0.1	-4.0	-2.5	-2.6	1.2
PRMT1 FP inh	-2	2	-1	-1	2
Tn7 DDE FP	-2	-1	-7	4	-1
LEDGF integ inh	3	2	-5	1	2
UHRF1 MBD2 ctr	0	4	1	-2	1

Record cards, from the list above:
O=C(Nc1ccccc1)N1CCC(c2nc(-c3ccc(S(=O)(=O)N4CCOCC4)cc3)no2)CC1 in the list: TDP2 absorb = -11; SIAE inh = 3; HTRA1 inh = -3; TCR-CD3 inh = -4; mABHD4 FP = 4; PG9 binder = -4.0; PRMT1 FP inh = 2; Tn7 DDE FP = -1; LEDGF integ inh = 2; UHRF1 MBD2 ctr = 4
O=C(CN1CCN(CC(=O)Nc2ccc3c(c2)OCO3)CC1)Nc1ccc(F)cc1 in the list: TDP2 absorb = 2; SIAE inh = 4; HTRA1 inh = 9; TCR-CD3 inh = 3; mABHD4 FP = 3; PG9 binder = -3.2; PRMT1 FP inh = -3; Tn7 DDE FP = 4; LEDGF integ inh = 2; UHRF1 MBD2 ctr = -3

The listing continues.
11: COc1ccc(OCc2nnc(NC(=O)Nc3ccc(F)cc3)s2)cc1
12: CCOc1ccc(-c2nc(N)ncc2-c2ccc(OC)cc2)c(O)c1
13: CCN(CC)S(=O)(=O)c1ccc(N2CCOCC2)c(NC(=O)c2cc([N+](=O)[O-])ccc2Cl)c1
14: CCC1Oc2ccccc2N(CC(=O)NCCCN2CCCCC2C)C1=O (centres undefined)
15: Cc1ccc(C2CC(C(F)(F)F)n3nc(C(=O)NCCN4CCOCC4)cc3N2)cc1 (centres undefined)
entry no.	11	12	13	14	15
TDP2 absorb	-6	-13	13	-6	2
SIAE inh	-22	0	0	-2	7
HTRA1 inh	-5	-25	8	1	2
TCR-CD3 inh	4	1	4	-3	7
mABHD4 FP	-1	-17	5	2	-1
PG9 binder	-0.3	-2.2	0.8	-1.4	-1.3
PRMT1 FP inh	-3	-2	1	-1	-1
Tn7 DDE FP	-3	-11	1	1	-1
LEDGF integ inh	0	2	0	-6	2
UHRF1 MBD2 ctr	1	-2	0	0	-4

16: COC(=O)/C=C(\C)NC(=O)c1ccc(F)cc1
17: c1ccc(-c2ccc(CN3CCN(c4ncccn4)CC3)cc2)cc1
18: NC(=O)c1ccccc1OCc1nnc(-c2ccccc2Br)o1
19: CCOc1ncccc1C(=O)OCC(=O)c1ccc(Cl)s1
20: CC(Oc1ccccc1Cl)C(=O)N(Cc1cccs1)C1CCS(=O)(=O)C1 (centres undefined)
entry no.	16	17	18	19	20
TDP2 absorb	0	8	-2	-6	7
SIAE inh	-1	-2	-1	-2	9
HTRA1 inh	2	-14	-5	-8	-11
TCR-CD3 inh	3	10	-6	-1	-5
mABHD4 FP	2	4	4	-5	3
PG9 binder	-0.5	1.6	-0.4	-1.8	0.5
PRMT1 FP inh	4	-3	-1	3	2
Tn7 DDE FP	1	3	-8	-1	3
LEDGF integ inh	4	0	3	-4	1
UHRF1 MBD2 ctr	-2	-3	1	1	4

21: CCc1cc2ccccc2nc1SCC(=O)N1CCN(C(=O)c2ccco2)CC1
22: CCN(CC)C(=O)C1CCN(Cc2ccc(OCc3ccccc3)cc2)CC1
23: O=C1CCC(C(=O)N2CCCC2)CN1Cc1cccc(C(F)(F)F)c1 (centres undefined)
24: CCCn1nc2cc(C(=O)NCc3ccc(C)cc3)ccc2c1OC
25: NS(=O)(=O)c1ccc(CNc2nc(-c3cccnc3)nc3ccccc23)cc1
entry no.	21	22	23	24	25
TDP2 absorb	6	10	-3	3	2
SIAE inh	0	4	6	3	-7
HTRA1 inh	-8	8	1	-7	-23
TCR-CD3 inh	6	2	3	5	0
mABHD4 FP	0	10	2	-1	-8
PG9 binder	-0.9	0.8	-1.5	0.7	0.5
PRMT1 FP inh	1	-5	2	-6	5
Tn7 DDE FP	-1	7	-5	0	0
LEDGF integ inh	-3	-5	1	-1	-6
UHRF1 MBD2 ctr	1	0	2	1	-3

26: CC(NS(=O)(=O)c1ccc(F)cc1)C(=O)Nc1ccc2c(c1)OCCO2 (centres undefined)
27: O=C(NCc1ccccn1)C(=O)Nc1cccc2ccccc12
28: O=C(OCC#CCSc1nnc(-c2cccc3ccccc23)o1)c1ccco1
29: O=S(=O)(c1ccc(N2CCN(c3ccc(F)cc3)CC2)cc1)N1CCCC1
30: Cc1ccc(/C=N/NC(=O)c2cc(-c3cccnc3)nc3ccccc23)cc1
entry no.	26	27	28	29	30
TDP2 absorb	4	-3	-2	-15	0
SIAE inh	-3	2	-7	-1	3
HTRA1 inh	2	6	-35	-3	-18
TCR-CD3 inh	-1	-3	-2	3	3
mABHD4 FP	5	0	-6	-6	-6
PG9 binder	-2.3	0.0	1.5	-1.1	0.1
PRMT1 FP inh	-2	-1	3	1	-2
Tn7 DDE FP	-6	0	7	-2	-1
LEDGF integ inh	0	3	1	-3	5
UHRF1 MBD2 ctr	2	3	4	3	-1

Entries from the list above that have an aryl thioether with sulfur outside any ring, in the order listed:
21: CCc1cc2ccccc2nc1SCC(=O)N1CCN(C(=O)c2ccco2)CC1
28: O=C(OCC#CCSc1nnc(-c2cccc3ccccc23)o1)c1ccco1
entry no.	21	28
TDP2 absorb	6	-2
SIAE inh	0	-7
HTRA1 inh	-8	-35
TCR-CD3 inh	6	-2
mABHD4 FP	0	-6
PG9 binder	-0.9	1.5
PRMT1 FP inh	1	3
Tn7 DDE FP	-1	7
LEDGF integ inh	-3	1
UHRF1 MBD2 ctr	1	4

Other compounds follow:
Fields – TDP2 absorb, SIAE inh, HTRA1 inh, TCR-CD3 inh, mABHD4 FP, PG9 binder, PRMT1 FP inh, Tn7 DDE FP, LEDGF integ inh, UHRF1 MBD2 ctr
31	Nc1[nH]c(C(=O)c2ccccc2)c(-c2cccc3ccccc23)c1C(=O)c1cccs1
    3, -1, ·, 5, 11, -0.9, 3, -2, 0, 0
32	CCCNC(=O)NS(=O)(=O)c1ccc(Cl)cc1
    -7, 2, 5, -3, 7, 0.9, -3, -2, -4, -2
33	CCNC(=S)N(CCc1c(C)[nH]c2ccc(C)cc12)Cc1cc(OC)c(OC)c(OC)c1
    5, 5, -4, 4, 2, -0.5, -1, 2, -1, 0
34	Cc1ccc(NC(=O)CN(C)Cc2ccc(F)cc2)c([N+](=O)[O-])c1
    3, 3, -22, 6, 2, 0.6, -2, 4, -1, -3
35	CCOC(=O)N1CCC(NC(=O)C2CCCN(c3nc4ccccc4o3)C2)CC1 (centres undefined)
    10, 8, -3, -4, 5, -0.7, 4, 1, -1, 7
36	COc1ccc(NC(=O)CN2CCN(S(=O)(=O)N3CCCCCC3)CC2)cc1
    12, 6, -6, -5, -1, 0.8, -1, 8, 2, 0
37	CCn1c(COc2ccccc2C)nnc1SCC(=O)OC
    10, 2, 1, 2, 2, -1.2, -4, -7, -1, -1
38	Cn1nc(C(C)(C)C)cc1C(=O)Nc1nc2c(s1)C(=O)CC(C)(C)C2
    -3, 0, 5, -7, -2, 1.9, 1, 8, 2, 9
39	O=C(O)C1CC(=O)N(CCc2ccccc2)C1 (centres undefined)
    2, 4, -2, -2, 3, -0.4, -1, 0, -3, -2
40	COc1ccc(CC(=O)OCC(=O)Nc2cc(S(=O)(=O)N3CCOCC3)ccc2N2CCCC2)cc1
    -7, 7, 2, -5, 1, 3.9, 3, -4, -2, 2
41	O=C(COC(=O)c1cccc(C(=O)OCC(=O)NC2CC2)n1)NC1CC1
    4, 5, 2, 3, 2, 0.1, -4, -6, 1, -2
42	O=C(c1cn(-c2ccccc2)nc1-c1cccs1)N1CCOCC1
    -4, 1, -4, 5, 1, -1.4, -1, -8, 3, 3
43	COc1ccc(Cc2nc3ccc(C(=O)NC(C)c4cnn(C)c4)cc3o2)cc1 (centres undefined)
    -1, 2, -1, -4, 3, 2.0, 2, -1, -2, 0
44	Cc1cc(C(=O)OCC(=O)N2CCOCC2)ccc1[N+](=O)[O-]
    9, -6, -5, 4, -6, -0.4, 1, 3, -4, -1
45	CCCCC(=O)Nc1ccc(C(=O)Nc2ccc3c(c2)OCO3)cc1
    9, 3, 0, -4, 5, 0.3, 2, 5, 0, -2
46	CC1=CCC(Cc2nc3ccccc3o2)C1(C)C (centres undefined)
    7, 1, 9, 1, 1, -0.3, -2, 0, 2, -1
47	O=C(COc1ccc(F)cc1)N1CCc2ccccc2C1
    0, 2, 1, 6, 2, -3.0, 1, -1, 1, 2

Quoted at random: 2 compounds from above
Fields – TDP2 absorb, SIAE inh, HTRA1 inh, TCR-CD3 inh, mABHD4 FP, PG9 binder, PRMT1 FP inh, Tn7 DDE FP, LEDGF integ inh, UHRF1 MBD2 ctr
23	O=C1CCC(C(=O)N2CCCC2)CN1Cc1cccc(C(F)(F)F)c1 (centres undefined)
    -3, 6, 1, 3, 2, -1.5, 2, -5, 1, 2
27	O=C(NCc1ccccn1)C(=O)Nc1cccc2ccccc12
    -3, 2, 6, -3, 0, 0.0, -1, 0, 3, 3

Source: PubChem
